FadD28 FP inh – inhibitors of FadD28 bisubstrate probe binding, primary screen, biochemical, fluorescence polarization, single point | hit rate 0.22% among 360,000 | Mycobacterium tuberculosis FadD28 fatty-acid-AMP ligase | inhibition, % at 12.5 µM; in the data active = inhibition above about 8.5%, passing the limit was not always enough
BoNT-F LC inh – BoNT/F light chain protease inhibitors, primary screen, biochemical, flow cytometry, MLPCN library | inhibition, % at 10 µM | Multiplex microsphere protease cleavage assay | hit rate 0.22% among 360,000; in the data active = inhibition above about 35%, passing the limit was not always enough; also: plate controls were buffer without enzyme for full effect and enzyme alone for no effect
UGM FP inh – M. tuberculosis UGM enzyme inhibitors, primary screen, biochemical, fluorescence polarization, single point; purified UGM, fluorescence polarization probe displacement; hit rate 0.06% among 320,000; AID 504406, 2011; inhibition, % at 10 µM; in the data active = inhibition above about 10%, passing the limit was not always enough
Target sequence (P9WIQ1 whole entry, looked up): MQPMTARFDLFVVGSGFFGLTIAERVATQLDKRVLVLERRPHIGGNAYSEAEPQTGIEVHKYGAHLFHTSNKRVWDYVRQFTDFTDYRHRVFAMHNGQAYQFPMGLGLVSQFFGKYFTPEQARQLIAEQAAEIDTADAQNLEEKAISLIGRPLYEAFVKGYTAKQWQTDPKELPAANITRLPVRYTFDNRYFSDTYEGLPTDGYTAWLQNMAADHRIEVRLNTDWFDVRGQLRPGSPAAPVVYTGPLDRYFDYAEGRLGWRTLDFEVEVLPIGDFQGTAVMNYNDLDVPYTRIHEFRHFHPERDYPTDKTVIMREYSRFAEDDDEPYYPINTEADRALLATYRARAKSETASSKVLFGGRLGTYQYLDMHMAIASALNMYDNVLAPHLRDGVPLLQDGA
Mtb FBA inh – Mtb FBA enzyme inhibitors, primary screen, biochemical, fluorescence, strain H37Rv | hit rate 2.3% among 360,000 | AID 588726, 2011 | inhibition, % at 1 µM | purified M. tuberculosis FBA, fluorescence read-out; in the data active = inhibition above about 27%;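 also: 0% = vehicle and 100% = reference inhibitor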
Mtb BioA inh – M. tuberculosis BioA enzyme inhibitors, primary screen, biochemical, plate reader, single point, HTS. 7,8-diaminopelargonic acid synthase BioA (Mycobacterium tuberculosis). AID 602481, 2012. hit rate 0.096% among 360,000. inhibition, % at 9.99 µM. purified M. tuberculosis BioA enzyme; in the data active = inhibition above about 40%
GDH-TPI inh – GDH-TPI coupling enzyme inhibitors, primary screen, artefact control for M. tuberculosis FBA inhibitor project, biochemical, absorbance, full deck | GDH-TPI coupled enzyme counterscreen, NADH absorbance | inhibition, % at 4.8 µM | hit rate 1.2% among 360,000 | AID 588335, 2011; in the data active = inhibition above about 30%;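 also: 0% = DMSO wells and 100% = wells lacking the enzyme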
Rv3671c inh – Rv3671c serine protease inhibitors, primary screen, biochemical, fluorescence polarization, M. tuberculosis H37Rv; P9WHR9; inhibition, % at 5.96 µM; hit rate 0.048% among 320,000; in the data active = inhibition above about 38%;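 also: extracellular domain of Rv3671c used as enzyme; 0% = enzyme with DMSO and 100% = no enzyme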
Target sequence (P9WHR9 whole entry, looked up, the tested form may be a part): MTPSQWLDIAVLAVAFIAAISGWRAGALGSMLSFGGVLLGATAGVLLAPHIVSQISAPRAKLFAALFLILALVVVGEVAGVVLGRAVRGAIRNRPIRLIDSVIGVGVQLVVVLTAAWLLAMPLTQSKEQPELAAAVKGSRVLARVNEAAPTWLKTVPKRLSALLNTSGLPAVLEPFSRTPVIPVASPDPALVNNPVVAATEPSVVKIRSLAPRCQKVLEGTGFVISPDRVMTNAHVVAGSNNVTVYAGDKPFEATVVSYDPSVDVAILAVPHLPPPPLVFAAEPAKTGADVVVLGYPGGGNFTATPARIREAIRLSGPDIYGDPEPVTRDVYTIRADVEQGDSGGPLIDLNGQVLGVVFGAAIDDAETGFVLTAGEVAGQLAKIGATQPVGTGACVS
MazEF act – activators of E. coli MazEF toxin-antitoxin RNase, primary screen, biochemical, fluorescence, uHTS; Endoribonuclease toxin MazF (Escherichia coli (strain K12)), P0AE70; FAM/BHQ RNA-DNA oligo cleavage fluorescence, 5 h; activation, % at 20 µM; hit rate 0.32% among 350,000; in the data active = activation above about 50%
Target sequence (P0AE70 whole entry, looked up): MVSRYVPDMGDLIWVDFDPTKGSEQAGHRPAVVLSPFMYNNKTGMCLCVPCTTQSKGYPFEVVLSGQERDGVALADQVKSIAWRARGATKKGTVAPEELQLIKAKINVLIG
PrPC TRFRET – inhibitors of human cell surface prion protein PrPC, primary screen, cell-based, TR-FRET; Major prion protein (Homo sapiens), P04156; TR-FRET read-out; inhibition, % at 13.8 µM; hit rate 0.43% among 370,000; in the data active = inhibition above about 24%; also: 0% = median of the test wells and 100% = reference compound wells
* marks the source's active call; other numbers are inactive results; . = not tested or not shown; & = joins results of further samples.

The opening six compounds (preview)
Each structure is followed by: Mtb BioA inh	Mtb FBA inh	Rv3671c inh	FadD28 FP inh	UGM FP inh	MazEF act	GDH-TPI inh	BoNT-F LC inh	PrPC TRFRET
CC(=O)Nc1ccc(S(=O)(=O)N2CCSCC2)cc1
  -0.2	-0.7	-10.9	0.6	2.3	4.5	-3.7	5.1	-2.8
CN1C(=O)S/C(=C/c2cccnc2)C1=O
  -0.4	-4.5	-7.7	0.4	-1.0	1.4	31.5*	-3.7	-0.7
Cc1cccc(C(=O)NN(C)c2nc(-c3ccccc3)nnc2C(F)(F)F)c1
  0.3	0.6	-8.3	0.5	-1.8	25.0	5.9	0.6	-0.3
COC(=O)CCC(=O)Nc1ccc(S(=O)(=O)Nc2nc(C)cc(C)n2)cc1
  -1.2	3.1	3.2	-0.2	1.7	2.2	11.8	20.2	1.3
N=c1oc2ccccc2cc1C(=O)Nc1cccc(F)c1
  -0.5	-1.1	0.0	-3.3	1.2	3.2	-9.9	-3.2	-5.5
Oc1ccc(N=Cc2ccc(OCc3ccccc3)cc2)cc1
  1.0	0.4	-0.7	-0.7	2.0	-6.0	0.9	-11.5	-24.1

The listing, from the start:
Each structure is followed by: Mtb BioA inh	Mtb FBA inh	Rv3671c inh	FadD28 FP inh	UGM FP inh	MazEF act	GDH-TPI inh	BoNT-F LC inh	PrPC TRFRET
CC(=O)Nc1ccc(S(=O)(=O)N2CCSCC2)cc1
  -0.2	-0.7	-10.9	0.6	2.3	4.5	-3.7	5.1	-2.8
CN1C(=O)S/C(=C/c2cccnc2)C1=O
  -0.4	-4.5	-7.7	0.4	-1.0	1.4	31.5*	-3.7	-0.7
Cc1cccc(C(=O)NN(C)c2nc(-c3ccccc3)nnc2C(F)(F)F)c1
  0.3	0.6	-8.3	0.5	-1.8	25.0	5.9	0.6	-0.3
COC(=O)CCC(=O)Nc1ccc(S(=O)(=O)Nc2nc(C)cc(C)n2)cc1
  -1.2	3.1	3.2	-0.2	1.7	2.2	11.8	20.2	1.3
N=c1oc2ccccc2cc1C(=O)Nc1cccc(F)c1
  -0.5	-1.1	0.0	-3.3	1.2	3.2	-9.9	-3.2	-5.5
Oc1ccc(N=Cc2ccc(OCc3ccccc3)cc2)cc1
  1.0	0.4	-0.7	-0.7	2.0	-6.0	0.9	-11.5	-24.1
COc1ccc(-c2noc3c2-c2nc(-c4cccc(C)c4)sc2CC3)cc1
  -1.1	0.1	-11.5	-2.2	0.1	-11.1	6.0	-11.4	5.5
Cc1cc(NCc2cccnc2)nc(N)n1
  0.9	0.3	-4.5	3.1	2.7	8.8	-4.6	-1.5	4.6
O=C(NCc1ccc(Cl)cc1)c1cccc(S(=O)(=O)N2CCCC2)c1
  -1.3	-0.6	-12.1	4.8	-0.2	3.3	2.5	-3.2	1.7
O=C(C1CCN(S(=O)(=O)c2ccc(F)cc2)CC1)N1CCOCC1
  -1.5	2.0	-11.4	0.6	0.1	4.1	14.1	-7.3	-6.3
C=CCNC(=O)c1onc(CCl)c1C(=O)OC
  1.3	0.8	-2.1	-3.3	1.5	7.9	3.1	5.6	-0.4
O=C(Nc1ccc(CN2CCOCC2)cc1)c1cc2ccccc2o1
  -0.5	-2.3	4.2	-2.7	4.4	-2.0	0.0	-5.3	11.3
CCCNC(=O)C1Cc2cc(S(=O)(=O)N3CCCC3)ccc2N1C(C)=O (stereo unspecified)
  -2.1	-0.4	-0.4	0.0	-4.1	1.9	-5.5	-2.7	-5.4
Cc1cc(=O)n2nc(N3CCCC(C(=O)NCc4cccc(Br)c4)C3)sc2n1 (stereo unspecified)
  -2.0	-4.3	-7.1	-1.1	0.1	7.9	6.8	-7.2	-3.7
O=C(CSc1nc2cc(Cl)ccc2o1)NC1CC1
  0.1	-0.9	-4.5	-3.5	0.8	6.8	-4.4	.	-2.9
Cn1c(=O)c2c(nc(NCc3ccc4c(c3)OCO4)n2C)n(C)c1=O
  -1.5	-0.1	0.1	-2.5	0.4	1.2	2.8	-8.8	-3.1
COc1ccc(C2C(C#N)=C(N)Oc3n[nH]c(C)c32)cc1CSc1ccccn1 (stereo unspecified)
  0.9	-0.5	5.3	-0.9	2.4	-0.3	17.9	-12.2	-1.8
Cc1ccn2c(=O)c(C(=O)NCCN3CCOCC3)c(O)nc2c1
  1.1	6.2	1.6	-2.1	-1.0	10.2	1.7	-1.2	-3.1
CCCn1c(SCC(=O)NC2CCCCC2C)n[nH]c1=O (stereo unspecified)
  0.8	-0.9	-0.9	-0.3	0.3	-3.9	4.9	-9.0	2.7
CCCNC(=O)c1onc(CSc2ccc(Cl)cc2)c1C(=O)NCCOC
  -0.2	1.0	-2.6	-2.1	0.6	4.9	4.2	1.0	-2.2
CCC(=O)Nc1cc2c3c(c1)CCN3C(=O)CC2
  -1.2	-3.2	-0.1	0.9	0.6	1.2	5.2	9.9	3.3
CC(C)CCN1CCC[C@]2(N[C@H](c3ccccc3)[C@@H]3C(=O)N(Cc4ccccc4)C(=O)[C@@H]32)C1=O
  -0.7	-0.3	.	-6.4	.	-1.1	-8.1	-3.3	2.9
O=C(C1CCCN(S(=O)(=O)c2cccc3nsnc23)C1)N1CCC2(CC1)OCCO2 (stereo unspecified)
  .	.	-9.1	.	1.3	1.4	.	.	-31.4
CCOc1ccc(CCNC(=O)C2CCCN(S(=O)(=O)N3CC(C)CC(C)C3)C2)cc1OCC (stereo unspecified)
  -1.7	0.2	-6.5	-3.5	-0.3	1.3	-3.9	-0.4	3.2
Cc1ccc(OCCOc2cccc3ccc(C)nc23)c([N+](=O)[O-])c1
  -2.0	1.1	9.1	-0.4	-0.3	2.4	4.4	-7.4	-2.1
c1ccc(CNc2nc(-c3cccs3)nc3ccccc23)cc1
  .	-1.5	.	-7.7	.	8.4	12.4	0.6	16.0
COc1ccc(NC(=O)c2ccc(C)cc2)c(OC)c1
  .	5.6	-8.1	-0.5	2.0	-11.5	6.2	-16.2	5.8
CC1CN(C(=O)CCn2c(=O)oc3ccccc32)CC(C)O1 (stereo unspecified)
  .	-0.1	4.2	1.4	-2.5	2.5	0.9	8.1	3.2
CC(NC(=O)COc1ccccc1F)C1CC2CCC1C2 (stereo unspecified)
  .	-2.2	3.7	-3.7	0.6	-2.1	4.3	-6.9	8.4
Cc1ccccc1N(C)C(=O)C1CCCN(c2ncnc3c2nc2n3CCCCC2)C1 (stereo unspecified)
  0.6	-1.4	-4.5	-2.9	1.6	2.1	-1.7	-11.4	6.1
C#CCNC(=O)C1=C[C@H](c2ccc(C(F)(F)F)cc2)[C@@H](CCCO)[C@H](OCC)O1
  -1.6&0.0	-2.0	3.5	-3.1	-1.6	-1.6	-2.5	0.9	-4.0
N=c1c2c3c(sc2ncn1Cc1ccccc1)CCCC3
  -5.0	0.1	-6.5	-0.4	0.8	4.3	4.2	0.9	9.5
O=C(c1cn(Cc2ccccc2)nc1-c1ccccc1)N1CCN(c2ccccn2)CC1
  .	5.6	1.6	-3.9	2.3	5.4	-1.4	-3.8	9.1
Cc1ccc(C(=O)Nc2nn(C)c3cccc(F)c23)cc1
  -0.8	1.7	3.2	-2.6	1.3	6.6	10.3	.	22.5
COc1nc(NCCc2ccc(OC)c(OC)c2)nc(Nc2ccccc2)n1
  1.9	0.7	-11.5	-1.3	-0.4	3.6	5.7	.	1.7
CC(=O)Nc1ccc(N(C(=O)c2ccco2)C(C(=O)NC2CCCC2)c2ccncc2)cc1 (stereo unspecified)
  -0.6	-0.6	2.2	.	1.4	-2.0	17.9	2.5	2.7
Cc1ccc(S(=O)(=O)NCC2NCCc3ccccc32)cc1 (stereo unspecified)
  1.3	3.0	8.7	-3.7	2.4	3.3	-8.0	-13.2	2.0
N#Cc1ncc(-c2ccc3c(c2)OCCOCCOCCOCCOCCO3)nc1C#N
  -0.5	-0.8	-3.4	-2.0	0.5	3.2	4.8	-0.6	-2.8
CCCC(C(=O)NCCC(C)C)N(Cc1ccccc1Cl)C(=O)c1snc(C(N)=O)c1N (stereo unspecified)
  1.5	2.7	-5.4	-0.9	2.2	7.5	8.1	3.5	1.4
NC(N)=N/N=C/c1ccc(OS(=O)(=O)c2ccccc2)cc1
  1.6	6.3	-10.8	-3.9	0.4	27.6	9.1	-1.7	-2.5
CCOc1ccccc1-n1c(SCC(=O)N2CCOCC2)nc2ccccc2c1=O
  25.8	-0.8	5.4	-0.9	-1.3	6.0	-3.7	3.1	-0.2
Cc1nc(CSc2ccc(Cl)cc2)cs1
  7.7	-0.9	11.5	-1.1	1.0	2.9	-1.7	-11.6	2.7
C=CC[C@@H](CC(=O)OC(C)(C)C)C(=O)OC[C@@H]1CCCN1C(=O)[C@H](CC=C)CC(=O)NCCO
  -0.1	-3.9	-1.7	-3.1	0.0	3.0	-0.9	3.7	2.1
Fc1ccc(/C=N/n2cnn(Cc3ccccc3Cl)c2=S)cc1
  .	-1.2	4.8	-4.5	-0.2	4.0	-1.9	-2.7	-7.6
CC(C)[C@H](NC(=O)OCc1ccccc1)C(=O)OCC(=O)NC1CCCCC1
  -0.7	1.0	8.1	-3.0	1.8	-1.6	-5.3	-1.6	0.4
COc1ccccc1-n1c(CNC(=O)c2ccco2)nnc1SCC(=O)Nc1cc(C)ccc1C
  -1.1	0.1	-1.1	-2.1	1.3	1.0	8.9	12.1	1.1
Cc1ccccc1S(=O)(=O)NC(=O)C1(C)CCN1C(=O)c1c(C)noc1C (stereo unspecified)
  -1.6	2.5	.	-0.8	.	.	7.1	-1.4	-1.4
Cc1ccc(N(Cc2ccc(C(=O)Nc3c(C)n(C)n(-c4ccccc4)c3=O)cc2)S(C)(=O)=O)cc1C
  .	1.1	4.8	-0.3	0.8	1.8	2.5	-6.0	12.3
Cc1cc(NC(=O)c2ccccc2)c(Cl)cc1N
  4.4	0.2	.	-1.8	.	3.9	-3.4	12.4	2.2
O=P(O)(Oc1ccccc1)OC(c1ccccc1)C(F)(F)C(F)(F)F (stereo unspecified)
  2.9	-1.2	-2.0	-4.3	-3.0	1.9	-9.4	-5.0	-6.5
CCCOc1ccccc1C(=O)N1CCNC(=O)C1CC(=O)OC(C)C (stereo unspecified)
  -1.7	-1.1	-8.5	-3.4	-2.3	3.9	-1.5	-22.8	-4.2
O=C(CSc1nnc2scc(-c3ccccc3)n12)Nc1nsc(-c2ccccc2)n1
  0.5	-1.0	4.2	-1.6	0.1	-9.9	1.2	2.0	.
CN(C)c1cccc(C(=O)Nc2ccc(S(=O)(=O)Nc3nccs3)cc2)c1
  1.5	5.3	1.4	-2.0	.	-8.9	4.5	-0.4	-5.7
Cc1ccc(-n2nnnc2SCC(=O)NC2CCCc3ccccc32)cc1 (stereo unspecified)
  -0.7	0.3	1.5	-1.0	-0.9	2.9	-7.4	1.8	7.0
Cc1nc(COc2ccc(C(=O)Nc3ccccc3N3CCOCC3)cc2)cs1
  -0.4	-8.3	8.0	.	2.9	6.0	-2.7	-11.4	-6.3
Cc1ccccc1S(=O)(=O)Oc1cccc2c(O)cccc12
  0.0	-1.6	-2.3	5.6	1.7	-4.4	5.6	6.3	-1.7
Cc1cccc(N2CCN(S(C)(=O)=O)CC2)c1C
  -2.5	1.9	-1.0	-1.9	-2.6	3.5	10.2	-7.0	7.4

Screening data: PubChem BioAssay, several laboratories

Rows are unselected; overall some 4.8% were active at least once.
